Assay outcomes: PubChem BioAssay, several laboratories
UHRF1 MBD2 ctr – blocks human UHRF1 binding to methylated DNA. Q96T88. UHRF1 binding to methylated oligo, TR-FRET. inhibition, % at 4.4 µM. 370,000 compounds, 0.75% hits; in the data active means inhibition above about 21%;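 further: UHRF1 SRA domain binding a hemimethylated CpG hairpin DNA probe; 0% = median of test compound wells and 100% = reference inhibitor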
HGIII-sPLA2 inh – Inhibits HGIII-sPLA2 liposome hydrolysis, primary screen; Q9NZ20; QFRET BODIPY PC-A2 liposome hydrolysis, fluorescence; inhibition, % at 12.2 µM; 370,000 compounds, 0.56% hits; AID 743126;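 active means inhibition above mean plus 3 SD of compounds lying within the high and low control bounds, cut at about 19% in these data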;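 further: 0% = median of test compound wells and 100% = no enzyme DMSO wells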
Target sequence (Q9NZ20 whole entry, looked up): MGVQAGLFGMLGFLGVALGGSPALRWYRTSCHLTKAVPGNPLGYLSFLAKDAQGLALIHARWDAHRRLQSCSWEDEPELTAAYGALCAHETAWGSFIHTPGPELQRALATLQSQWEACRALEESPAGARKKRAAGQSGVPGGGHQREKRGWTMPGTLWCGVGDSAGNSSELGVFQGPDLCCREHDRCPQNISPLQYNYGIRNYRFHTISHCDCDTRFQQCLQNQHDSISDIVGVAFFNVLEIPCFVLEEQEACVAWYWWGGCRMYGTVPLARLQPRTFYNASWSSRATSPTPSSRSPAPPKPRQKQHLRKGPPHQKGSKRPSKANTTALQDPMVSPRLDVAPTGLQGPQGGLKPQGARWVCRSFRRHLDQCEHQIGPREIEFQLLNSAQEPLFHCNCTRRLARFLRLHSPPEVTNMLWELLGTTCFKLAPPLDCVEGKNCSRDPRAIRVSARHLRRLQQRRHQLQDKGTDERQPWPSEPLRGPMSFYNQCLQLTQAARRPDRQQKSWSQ
ARFGAP1 inh – inhibitors of rat ARFGAP1 | 360,000 compounds, 0.26% hits | Q62848 | Arfgap1-stimulated ARF1 GTP hydrolysis, GDP FP detection | inhibition, % at 16.5 µM;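 active means inhibition above a per-plate limit, mean inhibition of low control wells plus 3 SD, cut at about 25% in these data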;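 further: 0% = DMSO wells with enzyme and 100% = wells lacking Arfgap1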
Target sequence (Q62848 1-136 limits assumed): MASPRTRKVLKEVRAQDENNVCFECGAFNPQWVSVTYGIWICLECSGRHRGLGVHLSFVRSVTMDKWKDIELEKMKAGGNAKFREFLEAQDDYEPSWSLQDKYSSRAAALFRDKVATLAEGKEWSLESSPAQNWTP
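Material – truncated rat Arfgap1 GAP domain · Buffer or medium – HEPES-based buffer, pH 7.5 · Reagent – human ARF1(Δ1-17)-GTP substrate · Dosing – 16.5 µM single point, 1.26% DMSO · Schedule – GTP hydrolysis reaction 2 h at 25 °C · Technique – GDP detection by fluorescence polarization · Benchmarks – No-Arfgap1 wells (100%) versus DMSO full-reaction wells (0%) · Repeats – single replicate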
proKLK7 act – activates the human kallikrein-7 zymogen. AID 652039. 370,000 compounds, 0.9% hits. P49862. purified proKLK7, EDANS-DABCYL substrate fluorescence; 100% is mature enzyme control, 0% vehicle. activation, % at 7 µM;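 active means activation above the mean of all tested compounds plus 3 SD, computed per campaign excluding outliers beyond control limits, cut at about 13% in these data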
Target sequence (P49862 whole entry, looked up): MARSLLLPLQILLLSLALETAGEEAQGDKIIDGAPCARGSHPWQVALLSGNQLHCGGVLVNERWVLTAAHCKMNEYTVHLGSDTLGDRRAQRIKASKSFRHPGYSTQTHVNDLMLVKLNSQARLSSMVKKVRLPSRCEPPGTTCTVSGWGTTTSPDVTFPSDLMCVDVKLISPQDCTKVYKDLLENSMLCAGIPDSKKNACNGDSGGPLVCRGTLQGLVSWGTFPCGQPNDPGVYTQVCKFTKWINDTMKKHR
Tn6 DDE FP – inhibitors of Tn6 peptide binding to human fibrin DD(E). AID 720509. Fibrin DD(E) TRITC-Tn6 fluorescence polarization displacement. P02675. inhibition, % at 8.3 µM. 370,000 compounds, 0.21% hits;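 active means inhibition above a per-campaign cutoff: mean of compounds within control limits plus 3 SD, cut at about 15% in these data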;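 further: 0% = median of all compound wells on the plate and 100% = blocking peptide control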
PLC-beta3 inh – blocks human PLC-beta3 enzyme activity; inhibition, % at 12.2 µM; Q01970; Purified PLC-beta3, fluorogenic substrate, fluorescence; 370,000 compounds, 0.18% hits; in the data active means inhibition above about 11%;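 further: 0% = median of compound wells on plate and 100% = full blocker control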
NR1D1 modulator – modulators of human Rev-erb alpha DNA binding; P20393; Rev-erbα–FITC-DNA binding, fluorescence polarization, 90 min; activity, % at 10 µM; 370,000 compounds, 0.79% hits;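 active means activity above about 14%, limit read from the data; passing the limit was not always enough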;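 further: 0% = DMSO wells with 35 nM protein and 100% = DMSO wells with 750 nM protein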
ASAP1 GAP inh – inhibitors of human ASAP1 ArfGAP activity; Q9ULH1; ASAP1-stimulated ARF1 GTP hydrolysis, GDP FP detection; inhibition, % at 16.5 µM; 360,000 compounds, 0.19% hits; in the data active means inhibition above about 25%;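 further: 0% = vehicle with enzyme and substrate and 100% = no enzyme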
Tn7 DDE FP – disrupts Tn7 cyclic peptide binding to fibrin D-Dimer-E complex; P02675; FP displacement of FITC-Tn7 peptide from fibrin DD(E); 0% = median of compound wells per plate; inhibition, % at 8.3 µM; 370,000 compounds, 0.13% hits;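 active means inhibition above the mean of compounds falling within the control limits plus 3 SD of them, cut at about 14% in these data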;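 further: 0% = plate median of compound wells and 100% = 10 µM Aha-Tn7 peptide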
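assay system = human clot-derived fibrin DD(E) complex | quantity = Fibrin-DD(E) at 2 µM final | timing = 10 min preincubation, 3 h with tracer, room temperature | signal = fluorescence polarization | measure = percent inhibition | benchmarks = high control wells with 10 µM unlabelled Aha-Tn7 peptide (full inhibition) | replicates = singlicate testing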
PLCg1 inh – PLC-gamma1 (human) inhibition, primary screen; inhibition, % at 12.2 µM; purified PLC-gamma1, fluorogenic substrate, fluorescence; AID 720700; 370,000 compounds, 0.84% hits; P19174; in the data active means inhibition above about 9.5%
* hit, by the source's call; nt = no result given.

SMILES	UHRF1 MBD2 ctr	HGIII-sPLA2 inh	ARFGAP1 inh	proKLK7 act	Tn6 DDE FP	PLC-beta3 inh	NR1D1 modulator	ASAP1 GAP inh	Tn7 DDE FP	PLCg1 inh
O=C(Nc1ccc(C(=O)O)cc1)/C(=C\c1cccc([N+](=O)[O-])c1)NC(=O)c1ccc(Br)o1	-2	4	-3	0.6	1	-1	4	-6	-2	3
CCOC1(c2ccccc2)CC1C(=O)N/N=C/c1cccc([N+](=O)[O-])c1 (stereo unspecified)	0	0	2	0.3	3	-9	-2	1	3	0
COc1cc(Br)c(C(=O)c2nccc3cc(OC)c(OC)cc23)cc1OC	25*	-9	8	0.1	3	-22	10	16	-1	5
N#Cc1cnn(-c2ncnc3sc4c(c23)CCCC4)c1N	9	-4	-3	0.6	-2	0	1	-3	-2	-3
Cc1cc(/C=N/NC(=O)c2cccs2)c(C)n1-c1cnccn1	-5	1	-2	0.3	-3	-8	-2	4	-2	0
CC1(C(=O)O)CCC(C(=O)NNC(=O)c2ccccc2O)C1(C)C (stereo unspecified)	-1	3	-1	0.3	-1	-20	-2	0	-3	-9
N#CC1(c2ccccc2)CCC(=NO)CC1 (stereo unspecified)	0	4	3	1.1	-3	0	4	-4	-4	-1
Cc1ccc(CNCCC2=CCCCC2)cc1	4	3	1	0.3	5	4	-1	19	-1	4
COc1ccc(-n2nc3c(c2NC(=O)C2CC(=O)N(c4ccccc4)C2)CS(=O)(=O)C3)cc1 (stereo unspecified)	-2	-6	17	0.1	4	-5	1	1	4	2
O=C(c1ccc([N+](=O)[O-])cc1)N(Cc1ccccc1)c1ccccn1	-2	-2	10	-0.3	2	5	0	0	4	2
CC(=O)c1cc2c(cc1NC(=O)CN1CCOCC1)OCO2	9	9	-17	0.8	-10	-23	4	0	7	-15
CCOC(=O)c1ccc(NC(=O)N2CCc3ccccc3C2)cc1	-1	-8	9	-0.4	0	-4	-1	-14	1	3
O=C(CCc1nnc(CCCCc2ccccc2)o1)N1CCCC(O)C1 (stereo unspecified)	0	-3	-9	0.5	10	-8	-7	1	5	0
O=C(Nc1nccs1)C1CC(=O)N(c2ccccc2Cl)C1 (stereo unspecified)	8	4	-10	-0.2	3	1	-3	-3	-4	5
Cc1cccc(N2CCN(C(=O)CC(NC(=O)c3ccccc3)c3ccccc3)CC2C)c1 (stereo unspecified)	-1	-10	7	0.2	-4	0	-7	-5	1	4
Cc1cc2c(c(=O)n1Cc1ccco1)C(c1ccccc1)C(C#N)=C(N)O2 (stereo unspecified)	33*	-8	-3	-1.6	-5	-98	-2	-7	-2	-59
CN(C)S(=O)(=O)c1ccc(Cl)c(NC(=O)CN2CCCC2)c1	0	0	-5	0.7	12	-5	-2	12	-4	-2
Cc1cccc(C(=O)Nc2cc(C)ccc2NC(=O)COc2ccccc2)c1	0	-16	5	0.8	-1	5	-2	-6	5	4
Cc1ccc(N(O)C(=O)OCCNC(=O)Nc2ccccc2)cc1	-5	-13	3	-0.2	6	1	-1	-4	-3	2
COc1ccc(F)c(CN2CCC(N3CCC(C(=O)N4CCOCC4)CC3)CC2)c1	-2	-1	0	-0.7	11	-2	1	-3	2	0
CCCCc1ccc(CC2S/C(=C(\C#N)C(=O)N3CCOCC3)N(c3ccccc3)C2=O)cc1 (stereo unspecified)	8	-72	9	0.5	-9	-7	3	-8	4	-6
Cc1ccc(F)cc1NC(=O)c1cnccn1	-3	-3	-5	-0.3	-1	-4	1	-8	-2	-1
CN(C)C(=O)COC(=O)c1ccccc1OCC(=O)Nc1ccc(SC(F)F)cc1	1	-5	13	0.0	-2	-4	5	5	2	-3
CCCCN(C(=O)c1cnc2n(c1=O)CCS2)c1ccccc1	-1	13	8	0.1	0	1	0	-1	6	2
CCc1noc(C)c1C(=O)OC(C)C(=O)Nc1ccccc1OC (stereo unspecified)	0	0	-2	0.3	-2	-6	-7	-6	-6	-1
OC(c1ccc(-c2ccccc2)cc1)c1ncc(-c2ccc(F)cc2)[nH]1 (stereo unspecified)	2	1	19	0.7	-5	1	0	7	-9	3
O=C(NCc1ccc(Cl)c(Cl)c1)c1cc(C2CCCCN2C(=O)c2ccccc2)on1 (stereo unspecified)	-1	-14	2	1.1	-6	0	3	-13	-10	1
CCC(=O)N1CCCC(C)(C(=O)Nc2nccc3cccnc23)C1 (stereo unspecified)	-1	10	-2	-0.3	5	1	-3	2	-2	-3
C=CCNC(=S)NNC(=O)c1cc(C)nc2ccccc12	-5	4	5	0.3	1	-2	0	-5	8	-1
COc1cc(C(c2sc3nc(C)nn3c2O)N2CCN(c3ccccc3)CC2)cc(OC)c1OC (stereo unspecified)	1	-1	9	0.3	0	-2	4	4	-6	-3

3 compounds already listed, arranged by SMILES length, highest first:
SMILES	UHRF1 MBD2 ctr	HGIII-sPLA2 inh	ARFGAP1 inh	proKLK7 act	Tn6 DDE FP	PLC-beta3 inh	NR1D1 modulator	ASAP1 GAP inh	Tn7 DDE FP	PLCg1 inh
COc1cc(C(c2sc3nc(C)nn3c2O)N2CCN(c3ccccc3)CC2)cc(OC)c1OC (stereo unspecified)	1	-1	9	0.3	0	-2	4	4	-6	-3
Cc1cc2c(c(=O)n1Cc1ccco1)C(c1ccccc1)C(C#N)=C(N)O2 (stereo unspecified)	33*	-8	-3	-1.6	-5	-98	-2	-7	-2	-59
Cc1cccc(C(=O)Nc2cc(C)ccc2NC(=O)COc2ccccc2)c1	0	-16	5	0.8	-1	5	-2	-6	5	4

Entries shown so far with a furan ring, fused or not:
SMILES	UHRF1 MBD2 ctr	HGIII-sPLA2 inh	ARFGAP1 inh	proKLK7 act	Tn6 DDE FP	PLC-beta3 inh	NR1D1 modulator	ASAP1 GAP inh	Tn7 DDE FP	PLCg1 inh
O=C(Nc1ccc(C(=O)O)cc1)/C(=C\c1cccc([N+](=O)[O-])c1)NC(=O)c1ccc(Br)o1	-2	4	-3	0.6	1	-1	4	-6	-2	3
Cc1cc2c(c(=O)n1Cc1ccco1)C(c1ccccc1)C(C#N)=C(N)O2 (stereo unspecified)	33*	-8	-3	-1.6	-5	-98	-2	-7	-2	-59

Further results
SMILES	UHRF1 MBD2 ctr	HGIII-sPLA2 inh	ARFGAP1 inh	proKLK7 act	Tn6 DDE FP	PLC-beta3 inh	NR1D1 modulator	ASAP1 GAP inh	Tn7 DDE FP	PLCg1 inh
CCN(CC)S(=O)(=O)c1ccc(Cl)c(NC(=O)COc2ccc(OC)cc2)c1	-1	1	-9	-0.2	-2	2	1	11	1	-2
CNC(=S)NC1CC2CCCC(C1)N2Cc1ccccc1OC (stereo unspecified)	-2	8	9	0.7	-8	-2	-3	7	-9	1
COc1ccc(OCC(O)CNCc2ccco2)cc1 (stereo unspecified)	-2	5	-11	-0.3	-1	0	2	6	1	-1
O=S(=O)(c1ccccc1)N1CCN(c2ncnc3sc(-c4ccccc4)cc23)CC1	-1	1	-1	0.6	3	0	nt	8	-9	0
CC(C)CNc1ccc2c(c1)OC[C@@H](CC(C)C)NS2(=O)=O	-1	-2	nt	0.6	5	1	3	nt	0	-1
Clc1nnc(N/N=C/c2ccccc2)c2ccccc12	-6	-4	5	0.5	6	-11	3	0	9	-7
Cc1ccc(CNC(=O)c2ccc(N3CCC4(CC3)CC(c3ccccc3)=NO4)c([N+](=O)[O-])c2)cc1	22*	-2	7	0.8	-4	2	-6	24	8	2
Cc1ccccc1CSCC(=O)NCCSc1ccccn1	-2	4	2	-0.6	-3	0	6	-10	-2	3
CC(C)COc1ccc(S(=O)(=O)n2cc(F)c(=O)[nH]c2=O)cc1	4	-9	1	0.2	1	-5	6	-3	-5	4
CC(=O)NC1C(Oc2ccccc2C)OC(CO)C(O)C1O (stereo unspecified)	-4	3	4	0.3	-3	-6	-2	6	10	0
C=C(C)CC1N(c2cccc(OC)c2)C(=O)[C@@H]2C(C(=O)O)[C@H]3C=C[C@@]12O3 (stereo partly specified)	0	-6	-8	0.2	1	-1	-3	6	4	-1
C[C@H](CO)N1C[C@H](C)[C@H](CN(C)C(=O)Nc2cccc(F)c2)Oc2cc(C#CC3(O)CCCC3)ccc2S1(=O)=O	2	8	29*	1.4	0	2	-6	5	-1	0
CN(CC(=O)Nc1cc(S(=O)(=O)N2CCCCCC2)ccc1Cl)Cc1ccc2c(c1)OCO2	0	-17	-4	-0.3	0	-6	2	-23	-2	-2
CN(C)C(=O)c1ccc(NC(=O)COC(=O)C2=COCCO2)cc1	0	15	11	-0.9	-7	0	-6	3	12	-4
Cc1ccc(N2CC(C(=O)N3CCCCCC3)CC2=O)cc1 (stereo unspecified)	2	6	3	0.1	-9	-2	2	1	4	-1

Limited to UHRF1 MBD2 ctr and NR1D1 modulator, for 4 of the compounds above:
molecule	UHRF1 MBD2 ctr	NR1D1 modulator
C=C(C)CC1N(c2cccc(OC)c2)C(=O)[C@@H]2C(C(=O)O)[C@H]3C=C[C@@]12O3 (stereo partly specified)	0	-3
C[C@H](CO)N1C[C@H](C)[C@H](CN(C)C(=O)Nc2cccc(F)c2)Oc2cc(C#CC3(O)CCCC3)ccc2S1(=O)=O	2	-6
CN(CC(=O)Nc1cc(S(=O)(=O)N2CCCCCC2)ccc1Cl)Cc1ccc2c(c1)OCO2	0	2
CN(C)C(=O)c1ccc(NC(=O)COC(=O)C2=COCCO2)cc1	0	-6

Other entries follow:
SMILES	UHRF1 MBD2 ctr	HGIII-sPLA2 inh	ARFGAP1 inh	proKLK7 act	Tn6 DDE FP	PLC-beta3 inh	NR1D1 modulator	ASAP1 GAP inh	Tn7 DDE FP	PLCg1 inh
COc1ccc(NC(=O)C2Cc3c(-c4ccc5c(c4)OCO5)ccnc3O2)cc1 (stereo unspecified)	0	-10	3	0.7	-4	-9	-3	6	1	-3
Cc1nc(Nc2ccccc2)sc1C(=O)c1ccc(F)cc1	2	-5	8	-0.4	-4	-67	7	-1	-2	-45
CNc1cnc(-c2ccc(F)c(F)c2F)cn1	0	7	0	13*	1	-263	0	-4	6	-189
CN(CC(=O)Nc1cccc(F)c1)C(=O)CCc1nc2ccccc2c(=O)[nH]1	0	5	-4	-0.5	-5	-20	-1	-1	-2	-4
O=C(CN(CCc1ccccc1)C(=O)c1csnn1)NC1CCCC1	1	3	7	-0.2	3	0	-3	-1	-2	-1
Cc1ccc(NC(=S)NCc2ccc3c(c2)OCO3)cc1C	-1	7	-7	-0.2	2	-3	-1	4	3	0
